# Fibroblast inh – antiproliferative effect on LL 47 fibroblasts – human, LL 47 cells, CellTiter-Glo luminescence, primary screen; AID 719, 2007; LL 47 human lung fibroblast viability, ATP luminescence; active compounds read low; actives 1.1% (n = 85,000); viability, % at 10 µM;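 active = viability at or below 50% in the single dose screen; inactive = viability above 50%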;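 also: compound exposure lasted 72 h before the ATP readout; 100% = median luminescence of untreated cell-only wells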
#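 Assay system: human lung fibroblast line LL 47, low passage. Input: 1,150 fibroblasts seeded per well. Times: overnight cell rest, 72 h compound treatment at 37 °C. Evaluation: % viability of median cell-only signal. Technique: luminescent ATP detection, CellTiter-Glo. Control set: cell-only wells, no compound.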
# CD11b adhes enh – enhancers of CD11b/CD18 adhesion to fibrinogen, primary screen, K562 cells, luminescence. Integrin beta-2 (Homo sapiens) + Integrin alpha-M (Homo sapiens), P05107+P11215. ATPlite luminescence. activation, % at 10 µM. actives 0.07% (n = 93,000). AID 1499, 2009;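 active = 10 µM primary screen giving 50% or more activity, confirmed by 40% or more on retest at that dose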; also: strong numbers were not always called active
# H69AR inhibit – proliferation blockers of H69AR lung cancer cells, primary screen, cell-based, human, 86K library; H69AR lung tumor viability, ATP luminescence, 72 h; active compounds read low; viability, % at 10 µM; actives 6% (n = 85,000); AID 598, 2007;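 active = viability at or below 40%; inactive = viability above 40%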;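 also: multidrug resistant small cell line overexpressing MRP-1 efflux transporter; 100% = mean luminescence of untreated control wells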
# CYP2C19 inh – blockers of cytochrome P450 2C19 activity – biochemical, luminescence, ADME assay, primary screen. actives 21% (n = 96,000). P33261. CYP2C19 Supersomes, luciferin-H EGE luminescence, 30 min. inhibition, % at 5 µM;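 active = CYP2C19 inhibition above a set limit at 5 µM in the primary screen, cut at about 50% in these data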;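 also: plate controls were negative control wells for no effect and 2.5 mM tranylcypromine positive control for full effect; values of inactives mirror those of a sister screen read the other way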
# Target sequence (P33261 whole entry, looked up): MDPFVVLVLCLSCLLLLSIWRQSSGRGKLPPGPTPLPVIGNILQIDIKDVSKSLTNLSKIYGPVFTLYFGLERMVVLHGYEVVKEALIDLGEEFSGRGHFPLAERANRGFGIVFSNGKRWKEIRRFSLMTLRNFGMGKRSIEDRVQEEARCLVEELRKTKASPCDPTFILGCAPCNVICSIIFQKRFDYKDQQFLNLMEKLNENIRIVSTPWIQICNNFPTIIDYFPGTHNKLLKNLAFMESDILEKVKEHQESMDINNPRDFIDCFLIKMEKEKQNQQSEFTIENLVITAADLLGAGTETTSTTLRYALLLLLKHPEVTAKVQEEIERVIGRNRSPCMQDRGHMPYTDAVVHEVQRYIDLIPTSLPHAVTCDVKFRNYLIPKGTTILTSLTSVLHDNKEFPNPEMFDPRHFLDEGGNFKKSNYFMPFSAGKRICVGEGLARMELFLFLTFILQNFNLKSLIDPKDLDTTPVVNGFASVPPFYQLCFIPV
# CD11b adhes inh – inhibitors of CD11b/CD18 adhesion to fibrinogen, primary screen, K562 cells, luminescence; Integrin beta-2 (Homo sapiens) + Integrin alpha-M (Homo sapiens), P05107+P11215; ATPlite luminescence; Mn2+ added to activate the integrin; inhibition, % at 10 µM; actives 0.54% (n = 93,000);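 active = primary inhibition of 50% or more at 10 µM, then 40% or more on retest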; also: some results filed as inactive read as strong as hits
# ERa SRC1 pot – enhancers of ERα–SRC-1 coactivator binding, primary screen, biochemical, TR-FRET, ERα LBD, low estradiol; Estrogen receptor (Homo sapiens), P03372; TR-FRET ERalpha-LBD/SRC-Cy5 coactivator binding, 2 h; 100 = basal binding, no effect; coactivator binding (% of control), % at 25.6 µM; actives 1.3% (n = 86,000); in the data active = activity above about 200%;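 also: binding measured in presence of low estradiol as agonist stimulus; 0% = peptide alone without receptor and 100% = receptor with peptide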
# Target sequence (P03372 whole entry, looked up, the tested form may be a part): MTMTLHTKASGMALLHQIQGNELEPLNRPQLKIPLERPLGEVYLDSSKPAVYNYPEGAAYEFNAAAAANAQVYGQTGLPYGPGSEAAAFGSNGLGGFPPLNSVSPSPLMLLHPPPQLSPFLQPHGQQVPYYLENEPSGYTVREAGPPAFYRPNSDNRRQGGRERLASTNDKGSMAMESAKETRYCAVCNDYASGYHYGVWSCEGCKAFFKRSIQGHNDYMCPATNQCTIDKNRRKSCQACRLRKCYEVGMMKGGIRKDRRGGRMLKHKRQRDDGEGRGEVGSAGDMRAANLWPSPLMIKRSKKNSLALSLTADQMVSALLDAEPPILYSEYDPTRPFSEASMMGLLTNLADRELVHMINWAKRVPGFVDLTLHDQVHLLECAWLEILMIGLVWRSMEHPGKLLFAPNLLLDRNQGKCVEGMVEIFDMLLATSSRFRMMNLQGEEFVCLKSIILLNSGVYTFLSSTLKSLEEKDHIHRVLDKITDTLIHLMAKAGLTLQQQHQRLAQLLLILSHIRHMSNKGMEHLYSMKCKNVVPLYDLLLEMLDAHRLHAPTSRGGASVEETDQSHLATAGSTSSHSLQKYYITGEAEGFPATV
# HUVEC inhibit – inhibitors of HUVEC proliferation, primary screen, cell-based, 384-well; CellTiter-Glo luminescence, 72 h; active compounds read low; viability, % at 10 µM (by protocol); actives 1.1% (n = 86,000); AID 648, 2007;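 active = viability at or below 30%; inactive = viability above 30%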;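 also: 100% = median luminescence of DMSO-only cell control wells on each plate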
# CYP2C19 act – human CYP2C19 activators, primary screen, biochemical, luminescence; Cytochrome P450 2C19 (Homo sapiens), P33261; recombinant CYP2C19, luciferin-H EGE luminescence; active compounds read high; 0 = fully inhibited enzyme, 1 = untreated enzyme; activation factor at 5 µM; 96,000 tested, under 10 active;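 active = activation factor of at least 2 at 5 µM in the primary screen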;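 also: 0 = wells with 2.5 mM tranylcypromine and 1 = vehicle-only wells; values of inactives mirror those of a sister screen read the other way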
# ERa SRC1 inh – ERα–SRC-1 coactivator interaction inhibitors, primary screen, biochemical, TR-FRET, ERα LBD, estradiol-bound. Estrogen receptor (Homo sapiens), P03372. TR-FRET ER-alpha LBD / SRC-1 peptide. inhibition, % at 25.6 µM. actives 1.7% (n = 86,000). AID 629, 2007; in the data active = inhibition above about 50%;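 also: 0% = receptor plus peptide control and 100% = peptide only without receptor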
# An asterisk follows results filed as active; · = no result given; & = joins results of further samples; [ ] = another dose, or the depositor's remark.
SMILES,Fibroblast inh,CD11b adhes enh,H69AR inhibit,CYP2C19 inh,CD11b adhes inh,ERa SRC1 pot,HUVEC inhibit,CYP2C19 act,ERa SRC1 inh
CCN1CCC(=NNC(=O)c2ccc(C)c([N+](=O)[O-])c2)CC1,·,3,·,2,-12,·,·,1,·
O=C(COc1ccc(Cl)cc1Cl)OCn1nnc2ccccc2c1=O,100,-7,97,-5,0,102,94,1.1,2[fluorescence artefact?]
O=C(CN1C(=O)C2C3C=CC(C3)C2C1=O)N1CCc2ccccc2C1 (stereo not drawn),93,·,90,-8,·,108,89,1.1,-18
Cc1ccc2c(c1C)NC(C(=O)O)C1CC=CC21 (stereo not drawn),·,124,·,-12,-27,·,·,1.1,·
Cc1c(Cl)cccc1NC(=O)CCC(=O)NNC(=O)c1ccco1,·,2,·,15,15,·,·,0.9,·
O=C(O)Cn1c(O)c(C=Nc2ccccc2)sc1=S,95,-2&1,98,2&-3,-14&-4,102,100,1&1,-11
CCC1CCCCN1CCNC(=O)c1[nH]c(C)c(C(C)=O)c1C (stereo not drawn),105,-2,77,2,1,116,92,1,-6
CCCCS(=O)(=O)CC(COc1ccccc1)OC(=O)c1ccccc1 (stereo not drawn),94,·,58,21,·,103,84,0.8,3
c1ccc(CCCc2nc(-c3ccccn3)no2)cc1,108,·,92,65*,·,98,116,0.3,0
CCOC(=O)C1=C(c2ccccc2)N2CCN=C2S1,103,·,79,·,·,424*[fluorescence artefact?],101,·,-10
Cc1cc(C)n(-c2nc3ccccc3c(=O)n2OCc2ccc(Cl)cc2)n1,96,·,67,98*,·,97,113,0,8
CCn1nnnc1SCC(=O)Nc1cc(C)on1,101,·,96,·,·,103,102,·,-6
COc1cc2nc(NC(=O)c3ccccc3)[nH]c(=O)c2cc1OC,101,-1,65,15,-12,124,103,0.9,0
COc1cc(C2C3=C(CC(c4ccco4)CC3=O)Nc3ccccc3N2C(C)=O)cc(OC)c1OC (stereo not drawn),102,4,90,-7,-12,104,91,1.1,10
CN1C(=O)C2(c3ccccc31)N(C)CC(c1ccccc1)C21SC(=S)N(Cc2ccco2)C1=O (stereo not drawn),101,·,99,20,·,112,91,0.8,13
N#CCc1nc2c3c4c(sc3ncn2n1)CCCC4,95,1,93,14,3,86,16*,0.9,-1
COc1cc(/C=N\Nc2nc3ccccc3[nH]2)cc(OC)c1OC,·,-2,·,16,14,·,·,0.8,·
COc1ccc(CN(C)C(=O)COC(=O)c2ccc3c(c2)OCO3)cc1OC,95,-1,96,32,-30,93,92,0.7,-1
Cc1cc(-c2ccccc2)nc2cc(C(=O)NCCCn3ccnc3)nn12,90,·,43,·,·,111,89,·,10
CNC(=O)NC(=S)NC(=O)c1ccc(OC)cc1,·,0,·,44,-10,·,·,0.6,·
CC(C)(C)c1csc(NC2=NS(=O)(=O)c3ccccc32)n1,98,1,91,0,13,97,92,1,-7
CCOC(=O)C1CCN(c2cc(C)nc3cc(-c4cccc(F)c4)nn23)CC1,94,-3,76,26,17,117[fluorescence artefact?],97,0.7,-6
COc1ccc(C(C[N+](=O)[O-])c2c(-c3ccccc3)cc3ccccn23)cc1OC (stereo not drawn),66,2,26*,17,1,88[fluorescence artefact?],81,0.8,-1
Cc1ccc(S(=O)(=O)Cc2ccc(C(=O)N3CCN(c4cc(C)ccc4C)CC3)o2)cc1,73,0,17*,-2,-10,77[fluorescence artefact?],62,1,29[fluorescence artefact?]
COc1cc(C(=O)NCCC(C)C)c([N+](=O)[O-])cc1OC,·,-5,·,0,-12,·,·,1,·
O=C(CCC(=O)Nc1ccc(Oc2ccccc2)cc1)NCCO,95,1,79,8,-13,100,86,0.9,-5
CC(=O)Nc1ccc(S(=O)(=O)NCCc2ccc(S(N)(=O)=O)cc2)cc1,·,-2,·,-7,-29,·,·,1.1,·
CC(C)(C)c1cnnn1-c1ccc(C(=O)CCl)cc1,16*,-4,1.6*,21,27,93,40,0.8,-6
Cc1nn2c3c(cnc2c1-c1ccc(Cl)cc1)C(=O)CC(c1ccco1)C3 (stereo not drawn),83,5,46,-20,-7,106,100,1.2,7[fluorescence artefact?]
Cc1n[nH]c(C)c1Sc1ccccc1N=Cc1cc([N+](=O)[O-])ccc1O,·,21,·,25,4,·,·,0.8,·
N#CC1=C(N)Oc2n[nH]c(-c3ccccc3)c2C12C(=O)Nc1ccccc12 (stereo not drawn),100,3,99,-28,5,99,99,1.3,-19[fluorescence artefact?]
Cc1occc1C(=O)Nc1nnc(-c2ccncc2)s1,113,6,83,98*,8,105,91,0,-10
CCOc1ccc2[nH]cc(C(=O)N3CCN(C4CCCCC4)CC3)c(=O)c2c1,99,·,95,·,·,110,93,·,-8
O=C(O)CCCNS(=O)(=O)c1ccc2ccccc2c1,103,-5,93,10,3,93,99,0.9,9[fluorescence artefact?]
Cc1cc(C)cc(N2C(=O)CSC2c2cccs2)c1 (stereo not drawn),96,0,98,58*,6,107,97,0.4,-3
Cc1ccc(-c2cc(C(=O)Nc3cnn(C45CC6CC(CC(C6)C4)C5)c3)no2)cc1,79,2,93,20,-3,129,80,0.8,1

# An excerpt from above with just HUVEC inhibit and CYP2C19 inh.
canonical_smiles,HUVEC inhibit,CYP2C19 inh
N#CC1=C(N)Oc2n[nH]c(-c3ccccc3)c2C12C(=O)Nc1ccccc12 (stereo not drawn),99,-28
Cc1occc1C(=O)Nc1nnc(-c2ccncc2)s1,91,98*
CCOc1ccc2[nH]cc(C(=O)N3CCN(C4CCCCC4)CC3)c(=O)c2c1,93,·

# Going on with the list.
SMILES,Fibroblast inh,CD11b adhes enh,H69AR inhibit,CYP2C19 inh,CD11b adhes inh,ERa SRC1 pot,HUVEC inhibit,CYP2C19 act,ERa SRC1 inh
Cc1cccc(Nc2nc(N)nc(CN3CCN(c4ccc(F)cc4)CC3)n2)c1,91,6,81,55*,1,112,85,0.4,-5
CC(C)N(CCNS(=O)(=O)c1ccc(Cl)cc1)C(C)C,·,1,·,43,-28,·,·,0.6,·
O=c1cc(O)nc(SCc2ccccc2)n1-c1ccccc1,·,3&1,·,4&-9,-3&7,·,·,1&1.1,·
COc1ccc(OCCSc2nnc(C)n2-c2ccccc2)cc1,100,·,32*,·,·,98,86,·,-14
Cc1cc(NC(=O)CN2CCc3ccccc3C2)nc2c1c(=O)oc1ccccc12,86,·,28*,·,·,158,84,·,28
O=C(Cn1cnc([N+](=O)[O-])c1)NCc1ccc(F)cc1,·,-3,·,2,-15,·,·,1,·
CCOC(=O)Cn1c(=O)c2c(nc(Br)n2Cc2ccc(Cl)cc2)n(C)c1=O,87,3,85,44,9,150,92,0.6,23[fluorescence artefact?]
Cc1nn(Cc2ccc(Cl)c(Cl)c2)c(C)c1NC(=O)c1noc2c1CCCCC2,91,0,75,6,8,108,82,0.9,-7
CC12CN3CC(C)(CN(C1)C3c1ccc(Br)cc1)C2=O (stereo not drawn),106,0,97,32,-15,115[fluorescence artefact?],88,0.7,0
O=C(NCC1CCCO1)C1CC(c2ccc(Cl)c(Cl)c2)=NO1 (stereo not drawn),98,1,100,1,6,103,98,1,0
COc1ccc(Cl)cc1NC(=S)N1CCN(c2ccccn2)CC1,·,-3,·,56*,-8,·,·,0.4,·
COC(=O)CNC(=O)c1cccc(F)c1,97,-4,97,-7,2,101,86,1.1,15
CC1Cc2nc(SCC(=O)Nc3ccccc3F)n(C)c(=O)c2S1 (stereo not drawn),89,·,98,·,·,117,90,·,-6[fluorescence artefact?]
COCC(=O)Oc1c(S(=O)(=O)c2ccc(C)cc2)c(C)nn1-c1ccccc1,103,·,94,-4,·,88,108,1,1
O=C(CC(c1ccccc1)c1ccccc1)OCn1nnc2ccccc2c1=O,·,-1,·,85*,19,·,·,0.2,·
CCc1nn(CC(=O)NCCCN2CCc3ccccc3C2)c(=O)c2cc3sccc3n12,92,-1,67,1,16,104,91,1,9
O=C(NCCc1ccccc1)c1ccncc1,105,-3,86,78*,-11,103,96,0.2,-2
CCOC(=O)c1sc(NC(=O)c2ccc3ncsc3c2)nc1C,88,53,90,-2,-40,473*,87,1,23[fluorescence artefact?]
CCOc1ccc(-c2nc(C#N)c(N3CCN(Cc4ccccc4)CC3)o2)cc1,97,-1,90,36,9,108[fluorescence artefact?],87,0.6,-3
O=C(Nc1ccc2c(c1)OCCO2)C1CCN(C(=O)c2ccc(Br)cc2)CC1,100,1,41,48,38,109,96,0.5,0
Cc1ccc(C2=N/C(=C/N3CCOCC3)C(=O)O2)cc1,106,2,96,-9,-10,88[fluorescence artefact?],101,1.1,-8[fluorescence artefact?]
COc1cc(C(=O)OCC(=O)c2cc(C)n(C)c2C)cc(NC(=O)c2ccco2)c1OC,84,4,11*,-7,2,81[fluorescence artefact?],27*,1.1,30
Cc1cccc(OCCCn2c(=O)sc3ccccc32)c1,101,4,88,26,18,98,107,0.7,-1
O=C(CCCN1C(=O)CCC1=O)Nc1ccc2c(c1)OCCO2,94,-3,83,15,21,112[fluorescence artefact?],100,0.9,-2[fluorescence artefact?]
O=C(c1cnc2sccn2c1=O)N(Cc1ccccc1)c1ccccn1,107,1,102,-2,-19,93,97,1,3
Cc1ccc2cc(C#N)c(SCC(=O)NCC3CCCO3)nc2c1C (stereo not drawn),103,0,91,-2,-10,240*[fluorescence artefact?],94,1,26[fluorescence artefact?]
CC(=O)Oc1c(S(=O)(=O)c2ccc(C)cc2)c(C)nn1-c1ccccc1,96,·,92,8,·,111,96,0.9,2
Cc1cc(C)c(C)c(OCC(=O)O/N=C(\N)c2ccccn2)c1,117,2,85,2,-5,111,110,1,-2[fluorescence artefact?]
CC(C)CCN1CC(C(=O)NCc2ccccc2)CC1=O (stereo not drawn),86,-1,96,11,-38,91,87,0.9,11
O=C(NC1CCCCC1)C1CCCN(S(=O)(=O)c2cnc[nH]2)C1 (stereo not drawn),101,1,86,60*,-6,122,107,0.4,1
Cc1cccc(NC(=O)CN2C(=O)N/C(=C/c3cc(C)n(C(C)C)c3C)C2=O)c1,·,-3,·,39,2,·,·,0.6,·
O=C(CCSc1ccc(Cl)cc1)NC12CC3CC(CC(C3)C1)C2,·,-6,·,35,3,·,·,0.6,·
CCOC(=O)c1[nH]c2ccccc2c1NC(=O)NC1CCCCC1,95,-3,112,13,-16,110,87,0.9,0
Cc1cc(C)nc(-n2nc(C)cc2NC(=O)c2cccc(S(=O)(=O)N3CCCCC3)c2)n1,·,16,·,8,-6,·,·,0.9,·
CC1CCN(Cc2ccc(NC(=O)C3CCN(c4nnc(-n5cccc5)s4)CC3)cc2)CC1,81,51,97,56*,-2,146[fluorescence artefact?],53,0.4,85*[fluorescence artefact?]
COc1cc(/C=N/NC(=O)c2cccnc2)ccc1OS(=O)(=O)c1ccc(F)cc1,·,-5,·,67*,-26,·,·,0.3,·

# Screening results as filed in PubChem BioAssay.
